# SARS 3CLpro inh: SARS-CoV 3CLpro protease inhibition; P0C6X7; recombinant SARS-CoV 3CLpro, quenched FRET peptide cleavage; inhibition, % at 6 µM; hit rate 0.14% among 290,000; in the data active means inhibition above about 12%
# Rv3671c inh: inhibitors of M. tuberculosis serine protease Rv3671c. P9WHR9. inhibition, % at 5.96 µM. hit rate 0.048% among 320,000; in the data active means inhibition above about 38%;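 further: extracellular domain of Rv3671c used as enzyme; 0% = enzyme with DMSO and 100% = no enzyme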
# PrPC TRFRET: cell surface PrPC inhibition, primary TR-FRET screen | P04156 | TR-FRET read-out | inhibition, % at 13.8 µM | hit rate 0.43% among 370,000 | AID 720596; in the data active means inhibition above about 24%; further: 0% = median of the test wells and 100% = reference compound wells
# BH1578 lux ind: induces V. cholerae light production without autoinducers; AID 588436; hit rate 0.16% among 350,000; V. cholerae BH1578 lux reporter, luminescence, 6 h; activation, % at 18.7 µM; in the data active means activation mostly above about 9.7%, no sharp cut-off; further: not every result past the cut was called active; inactives centre near 0; reference of the scale not given here
# MazF activator: increases E. coli MazEF RNase cleavage of RNA. P0AE70. FAM/BHQ RNA-DNA oligo cleavage fluorescence, 5 h. activation, % at 20 µM. hit rate 0.32% among 350,000. AID 504720; in the data active means activation above about 50%
# CCHF vOTU inh: CCHFV vOTU protease inhibition. Pep-AMC fluorescence. inhibition, % at 11.5 µM. hit rate 0.55% among 370,000. AID 651958; in the data active means inhibition above about 30%; further: 0% = vehicle wells with enzyme and 100% = no enzyme wells
# VHR inh abs: inhibitors of human VHR1 phosphatase (DUSP3). P51452. recombinant VHR phosphatase, pNPP absorbance. inhibition, % at 13.3 µM. hit rate 0.52% among 290,000; in the data active means inhibition above about 50%; further: some compounds called inactive have numbers as strong as hits
# Y pestis TopoI: inhibitors of Yersinia pestis topoisomerase I | Y. pestis Topo-I cleavage product accumulation, plate reader | hit rate 0.064% among 360,000 | activity, % at 10 µM; in the data active means activity above about 50%, passing the limit was not always enough; further: inactives centre near 2
# SSB-PriA inh: inhibitors of Klebsiella pneumoniae PriA binding to SSB C-terminal tail | AlphaScreen SSBct-PriA binding, biotinylated peptide | inhibition, % at 33 µM | hit rate 0.6% among 430,000; in the data active means inhibition mostly above about 37%, no sharp cut-off; inactive means mostly below about 20%;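 further: plate controls were negative control peptide for no effect and reference peptide for full effect; strong numbers were not always called active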
# TcdB inh: blocks C. difficile toxin B glycohydrolase activity | TcdB glycohydrolase enzymatic assay, plate reader | inhibition, % at 9.99 µM | AID 652162 | hit rate 0.24% among 350,000; in the data active means inhibition above about 10%
# Target sequence (P18177 whole entry, looked up): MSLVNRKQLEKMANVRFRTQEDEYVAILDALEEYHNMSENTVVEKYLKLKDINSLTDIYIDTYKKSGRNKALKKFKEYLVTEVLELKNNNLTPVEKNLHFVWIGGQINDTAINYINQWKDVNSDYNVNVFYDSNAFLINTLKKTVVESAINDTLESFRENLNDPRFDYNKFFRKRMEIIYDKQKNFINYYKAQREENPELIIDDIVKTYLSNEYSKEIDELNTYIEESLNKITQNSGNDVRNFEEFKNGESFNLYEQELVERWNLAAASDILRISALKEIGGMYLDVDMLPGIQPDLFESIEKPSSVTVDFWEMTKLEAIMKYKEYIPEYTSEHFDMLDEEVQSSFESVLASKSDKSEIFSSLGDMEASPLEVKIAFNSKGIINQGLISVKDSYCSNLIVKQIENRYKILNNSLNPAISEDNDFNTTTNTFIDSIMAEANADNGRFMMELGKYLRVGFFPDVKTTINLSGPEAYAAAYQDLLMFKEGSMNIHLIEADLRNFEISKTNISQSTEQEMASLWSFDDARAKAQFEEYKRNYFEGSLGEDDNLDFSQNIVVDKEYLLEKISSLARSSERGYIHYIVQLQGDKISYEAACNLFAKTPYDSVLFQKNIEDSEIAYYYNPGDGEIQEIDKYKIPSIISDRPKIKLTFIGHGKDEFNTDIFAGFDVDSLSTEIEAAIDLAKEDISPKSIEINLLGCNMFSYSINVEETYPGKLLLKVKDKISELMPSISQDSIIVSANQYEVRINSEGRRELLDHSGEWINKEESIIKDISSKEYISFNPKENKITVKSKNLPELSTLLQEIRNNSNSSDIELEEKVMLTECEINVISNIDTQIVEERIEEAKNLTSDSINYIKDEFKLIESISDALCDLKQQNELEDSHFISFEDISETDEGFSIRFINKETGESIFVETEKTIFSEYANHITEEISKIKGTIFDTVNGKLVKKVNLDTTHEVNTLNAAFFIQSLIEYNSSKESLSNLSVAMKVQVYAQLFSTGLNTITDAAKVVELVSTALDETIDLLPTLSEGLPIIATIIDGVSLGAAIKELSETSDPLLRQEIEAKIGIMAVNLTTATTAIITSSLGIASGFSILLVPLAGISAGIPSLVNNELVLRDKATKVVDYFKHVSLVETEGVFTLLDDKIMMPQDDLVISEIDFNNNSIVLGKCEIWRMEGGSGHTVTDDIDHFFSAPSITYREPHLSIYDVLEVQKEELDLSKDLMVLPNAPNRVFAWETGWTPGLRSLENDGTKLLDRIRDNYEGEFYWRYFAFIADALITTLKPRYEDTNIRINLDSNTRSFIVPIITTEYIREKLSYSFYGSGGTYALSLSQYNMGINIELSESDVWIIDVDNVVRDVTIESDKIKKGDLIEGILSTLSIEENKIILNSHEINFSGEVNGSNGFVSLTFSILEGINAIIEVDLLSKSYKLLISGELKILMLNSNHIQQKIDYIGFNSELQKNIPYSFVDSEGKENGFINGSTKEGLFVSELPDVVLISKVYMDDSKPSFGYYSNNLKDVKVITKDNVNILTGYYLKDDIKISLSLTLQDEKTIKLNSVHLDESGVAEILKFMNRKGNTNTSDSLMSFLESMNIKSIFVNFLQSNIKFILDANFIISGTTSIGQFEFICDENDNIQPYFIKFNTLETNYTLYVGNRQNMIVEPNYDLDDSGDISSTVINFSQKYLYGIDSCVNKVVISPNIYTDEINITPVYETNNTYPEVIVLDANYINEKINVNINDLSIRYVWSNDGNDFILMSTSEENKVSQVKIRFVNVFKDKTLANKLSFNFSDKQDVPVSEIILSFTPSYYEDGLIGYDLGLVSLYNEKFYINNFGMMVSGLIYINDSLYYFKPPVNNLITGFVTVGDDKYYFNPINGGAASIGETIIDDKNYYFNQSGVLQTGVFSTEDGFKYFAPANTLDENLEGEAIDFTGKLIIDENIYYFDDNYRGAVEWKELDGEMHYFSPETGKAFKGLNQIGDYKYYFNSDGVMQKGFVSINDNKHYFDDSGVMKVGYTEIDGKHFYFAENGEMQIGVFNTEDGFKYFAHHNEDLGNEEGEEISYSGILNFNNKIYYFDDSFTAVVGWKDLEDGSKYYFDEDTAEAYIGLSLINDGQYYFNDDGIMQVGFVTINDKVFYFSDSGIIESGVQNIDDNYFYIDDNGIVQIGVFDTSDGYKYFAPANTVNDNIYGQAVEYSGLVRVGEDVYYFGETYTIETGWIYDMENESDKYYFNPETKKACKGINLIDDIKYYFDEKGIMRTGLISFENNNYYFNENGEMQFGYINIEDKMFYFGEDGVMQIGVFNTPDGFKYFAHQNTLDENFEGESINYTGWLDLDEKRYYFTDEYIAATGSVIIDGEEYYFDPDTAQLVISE
# Starred values were filed as active, the others as inactive; i = inactive; . = no result given; & = joins results of further samples. These rows are one share of the data, so the mix of outcomes need not match the whole.
# Start of the data: the first 2 entries, to show the layout:
SMILES,SARS 3CLpro inh,Rv3671c inh,PrPC TRFRET,BH1578 lux ind,MazF activator,CCHF vOTU inh,VHR inh abs,Y pestis TopoI,SSB-PriA inh,TcdB inh
COc1cc(NC(=O)c2ccccc2)cc(OC)c1,1.1,7.2,-2.8,i,1.0,-10.3,-2.6,7.4,-16.8,.
CCc1ccc(NC(=O)COC(=O)c2nc3nc(C)cc(C)n3n2)cc1,.,-0.6,6.0,-2.0,-0.8,-8.2,.,0.7,6.5,-1.0

# Results, previewed entries included:
SMILES,SARS 3CLpro inh,Rv3671c inh,PrPC TRFRET,BH1578 lux ind,MazF activator,CCHF vOTU inh,VHR inh abs,Y pestis TopoI,SSB-PriA inh,TcdB inh
COc1cc(NC(=O)c2ccccc2)cc(OC)c1,1.1,7.2,-2.8,i,1.0,-10.3,-2.6,7.4,-16.8,.
CCc1ccc(NC(=O)COC(=O)c2nc3nc(C)cc(C)n3n2)cc1,.,-0.6,6.0,-2.0,-0.8,-8.2,.,0.7,6.5,-1.0
CC(C)N(C(=O)Cn1cnc2c(cnn2-c2ccccc2Cl)c1=O)C(C)C,-2.7,-9.0,.,3.0,0.3,.,3.1,1.5,-3.7,0.5
Cc1ccccc1NC(=O)Cn1c(C)nc2ccc(NC(=O)C3CC3)cc2c1=O,-1.1,-1.9,-2.2,i,7.5,-17.5,4.5,2.6,-5.1,1.6
Cc1ccc(NC(=O)Cn2nnc(C(=O)NCCc3ccccc3)c2N)c(C)c1,7.7,6.4,.,i,-46.9,.,22.8,1.6,-2.9,.
O=C(Nc1ccccc1C(=O)O)C1=NN=CC1,1.6,-1.4,-0.4,i,9.6,-9.3,13.0,2.1,-15.7,2.3
COCCN(C(=O)CSc1nc2ccccc2c(=O)n1CC(C)C)c1c(N)n(Cc2ccccc2)c(=O)[nH]c1=O,5.8,1.8,-6.6,-0.6,-0.1,-6.3,-25.2,19.4,-4.5,1.6
C=CCn1c(CCC(O)CCCCC)n[nH]c1=S (configuration not stated),4.0,3.1,-5.3,i,-0.1,-10.7,-9.9,-6.3,-8.8,0.7
COc1ccccc1NC1C=CS(=O)(=O)C1 (configuration not stated),3.4,-0.2,-0.4,-0.4,3.0,-3.6,1.9,-1.4,-4.0&-19.7,.
COc1cc(/C=N/NC(=S)NC2CC3CC2C2C=CCC32)ccc1O (configuration not stated),-0.5,-28.4,4.7,i,12.3,-6.4,10.1,-2.7,.,-2.5
O=[N+]([O-])c1ccc(N=Nc2c(Cl)cc(O)cc2Cl)cc1,2.3,14.6,-25.4,i,2.6,20.4,8.7,-14.3,38.0,0.3
CCCCN(C(=O)C1CC(=O)N(Cc2ccc(C)cc2)C1)c1c(N)n(CC(C)C)c(=O)[nH]c1=O (configuration not stated),-4.2,-7.5,-2.0,i,0.5,-8.1,12.2,-0.4,-8.5,-0.8
COc1ccccc1Nc1ncnc2sccc12,5.6,-2.7,-11.3,1.4,-3.2,2.1,.,5.4,-5.0,1.1
N#CC1=CN(Cc2ccccc2)C=C(/C=N/Nc2ccccc2)C1,2.9,6.7,11.6,0.2,16.5,0.5,-24.0,-10.0,.,-0.8
Cc1cccc(NC(=O)CN2CCc3cc4c(cc3C2C)OCCCO4)c1 (configuration not stated),1.5,-1.3,6.9,-0.5,0.7,12.1,28.0,28.7,6.6,0.4

# The last two records of the part above are carried over, then new ones follow.
SMILES,SARS 3CLpro inh,Rv3671c inh,PrPC TRFRET,BH1578 lux ind,MazF activator,CCHF vOTU inh,VHR inh abs,Y pestis TopoI,SSB-PriA inh,TcdB inh
N#CC1=CN(Cc2ccccc2)C=C(/C=N/Nc2ccccc2)C1,2.9,6.7,11.6,0.2,16.5,0.5,-24.0,-10.0,.,-0.8
Cc1cccc(NC(=O)CN2CCc3cc4c(cc3C2C)OCCCO4)c1 (configuration not stated),1.5,-1.3,6.9,-0.5,0.7,12.1,28.0,28.7,6.6,0.4
CCC(=O)Nc1ccc(S(=O)(=O)N2CCN(c3ccc(F)cc3)CC2)cc1,0.6,-7.3,4.9,i,0.3,-2.2,13.2,2.4,-3.4,.
CCOC(=O)N1C2=NC(C(=O)OC)=C(C(=O)OC)[C@@H]3Nc4ccccc4[C@]23C[C@H]1C(=O)OC,.,-1.8,-1.4,-8.3,3.8,-1.4,-4.1,-14.4,3.4,0.9
COC(=O)NNC1=CC(=O)CC(C)(C)C1,0.3,-2.9,4.4,-0.4,6.9,24.6,1.2,7.5,6.3,0.1
Cc1cccc(C)c1OCc1nnc(SCC(=O)Nc2ccc(N3CCOCC3)cc2)o1,-5.1,-6.2,-1.9,-0.2,-2.3,-2.2,54.4*,0.2,-18.0,1.8
COc1ccc(-c2cc(C(=O)N(C)CC(=O)Nc3cccc(F)c3)c3ccccc3n2)cc1,.,-15.0,1.8,i,-12.5,-74.1,.,-10.0,-1.2,1.7
COc1ccccc1NC(=O)Nc1ccc(-n2ccc(C(F)(F)F)n2)cc1,6.6,-18.6,13.8,-0.2,-2.8,4.2,-6.7,-17.8,4.5,0.8
CCCNC(=O)C(Cc1cccc(Cl)c1)NC(=O)c1ccccc1 (configuration not stated),.,5.9,8.1,i,10.8,19.4,.,7.9,0.0,-0.3
Oc1ccccc1N1CCN(Cc2ncc(-c3ccccc3)o2)CC1,5.5,-7.7,-4.8,-0.6,-18.3,26.4,20.3,12.7,-5.8,-5.2
Cc1cc(F)ccc1Oc1cc(NN2CCCCC2)c([N+](=O)[O-])cc1[N+](=O)[O-],-0.2,-5.5,-7.1,-0.5,5.6,-0.5,16.6,-6.8,2.0,-0.4
CN(C)c1cccc(C(=O)N2CCC(n3nccc3NC(=O)C3CCOC3)CC2)c1 (configuration not stated),-0.2,-6.3,2.5,-0.4,5.6,12.8,9.7,3.3,10.8,0.5
Cc1cc(C)c(S(=O)(=O)N2CCCCC2)c(C)c1N(C)S(=O)(=O)c1ccc(Cl)cc1,3.1,-6.4,-6.2,3.7,-3.8,-16.6,32.8,40.7,-25.0,.
Cc1c(C2(c3c(C)n(C)n(-c4ccccc4)c3=O)C(=O)Nc3ccc(F)cc32)c(=O)n(-c2ccccc2)n1C,4.5,-3.8,0.1,0.6,4.8,5.5,21.8,-7.9,-11.2,.
CCCN(CC1CC1)C(=O)CCc1nnc(CCc2c[nH]c3ccccc23)o1,4.3,10.7,8.6,.,-2.5,-4.1,13.4,25.4,5.6,0.7
CC(CCc1ccccc1)NC(=O)c1ccc(C(=O)NC(C)CCc2ccccc2)cc1 (configuration not stated),-1.9,-7.5,-2.8,i,4.3,-0.5,32.9,15.3,-1.5,.
CCCCC(=O)Nc1ccc2c(c1)oc1ccccc12,7.1,0.8,5.3,i,3.5,6.7,-0.1,-8.7,-8.2,.
CCc1ccc(S(=O)(=O)/N=C2\C=C(NS(=O)(=O)c3ccccc3)C(=O)c3ccccc32)cc1,1.1,.,-7.8,-1.0,-2.7,54.2*,-10.0,4.3,.,1.6
Cc1c(Br)c([N+](=O)[O-])nn1C(C)C(=O)Nc1ccc2c(c1)OCO2 (configuration not stated),-0.3,2.1,-8.5,55.2*,11.3,-1.4,23.7,-2.0,-5.8,0.0
CCCC(=O)N1CCCC(C(=O)c2ccc(OC)c(OC)c2)C1 (configuration not stated),-7.6,3.4,7.1,i,6.8,-5.7,2.3,-13.6,-14.2,-0.2
CCOC(=O)c1c(C)n(C)c2ccc(OC(C)C(=O)OC)cc12 (configuration not stated),-6.6,5.0,3.6,i,-2.3,16.2,-4.7,22.3,-1.5,.
CC(OC(=O)c1ccc2c(=O)n3c(nc2c1)CCC3)C(=O)Nc1ccc(C(N)=O)cc1 (configuration not stated),.,-0.8,-2.1,-1.6,7.2,6.7,.,-5.4,-13.7,0.0
COc1ccc(-c2nnc(-c3cccs3)o2)cc1OC,-1.6,0.0,-14.9,i,-7.3,-21.6,-8.7,4.7,1.0,.
CCC1(c2ccc(F)cc2)NC(=O)N(CC(=O)N(CCC#N)c2ccccc2)C1=O (configuration not stated),5.5,6.9,-6.6,-0.3,8.8,-4.0,10.1,2.0,10.7,0.9
COc1ccc(C(=O)COC(=O)c2ccn(C)n2)cc1,-3.6,-6.3,3.6,-4.5,8.8,-2.5,-5.4,-6.8,2.0,1.0
Cc1ccc(C)c(NC(=S)N/N=C2/CCCCc3ccccc32)c1,1.1,-0.8,7.0,-0.2,0.9,1.4,0.1,14.3,.,1.6
O=C(Nc1ccc2c(c1)OCO2)C1CCN(C(=O)c2ccc(Br)cc2)CC1,8.4,1.8,4.5,-0.2,3.8,5.3,12.5,0.8,3.3,-3.5
COc1cccc(C2c3[nH]c4ccccc4c3C[C@H]3C(=O)N(c4ccccc4C(=O)NCCCN4CCOCC4)C(=O)N23)c1 (some centres not stated),1.6,-0.7,-7.1,-0.3,7.0,-2.8,41.0,14.1,8.7,1.5
CSc1sc(C(=O)NNC(C)=O)c2c1C1(CCC2)SCCS1,-3.9,-2.1,0.5,-0.9,-1.9,-6.1,35.5,1.4,8.0,3.7
COc1ccc(OC)c(C2CC(=O)NC(SC)=C2C#N)c1 (configuration not stated),2.9,-3.6,-3.5,-0.2,0.7,0.0,12.8,2.1,-0.6,-0.3
COc1ccc(N(CC(=O)NCc2ccccc2C)S(=O)(=O)c2ccccc2[N+](=O)[O-])c(OC)c1,0.9,-6.6,-5.7,-0.3,-14.9,-2.0,15.8,9.8,3.6,0.2
COC(=O)c1ccc(/C(O)=C(\C#N)c2nc3ccccc3s2)cc1,0.8,4.1,-3.5,-0.8,3.0,9.9,13.6,10.5,.,.
C=CCn1c(=O)/c(=C2/SC(C)=C(C)N2CC)s/c1=C1/C(=O)N(CC)C(=S)N1c1ccccc1,2.1,0.5,0.7,1.0,8.4,-7.5,31.3,-7.4,.,.
COc1ccc(S(=O)(=O)N2CCCC(C(=O)NCC3CCCO3)C2)cc1Cl (configuration not stated),4.8,0.9,8.2,-0.5,2.4,24.5,26.5,4.7,10.0,0.2
Cc1ccc2nc(N(CCCN(C)C)C(=O)CS(=O)(=O)c3ccccc3)sc2c1,.,3.1,1.4,-5.6,1.7,-9.1,.,-12.4,-4.1,2.2
Cc1ccccc1NC(=O)c1ccc(C)c(S(=O)(=O)Nc2cccnc2)c1,3.9,0.6,-0.2,0.6,-0.3,5.3,2.5,-10.7,-9.2,1.9
CC(C)N(C(=O)Cn1cc(S(=O)(=O)CC(=O)NC2CCCCC2)c2ccccc21)C(C)C,-2.4,1.7,-7.9,i,2.1,-3.6,-7.5,14.9,3.6,0.2
O=C1C=CC(=O)N1c1ccc(O)cc1,3.0,-12.2,-5.0,i,-2.3,6.6,9.5,3.2,-0.8,1.4
Cc1ccccc1N(C)S(=O)(=O)c1nnc(NC(=O)c2ccccc2F)s1,0.7,-1.9,-1.9,i,8.6,6.0,-9.0,-3.3,1.2,0.6
CSCCC(NC(=O)c1ccco1)C(=O)NCCc1ccc(F)cc1 (configuration not stated),.,-7.3,-2.1,-5.7,5.7,5.9,.,4.5,-10.9,0.3
CCSC1=C(C#N)C(c2cccc(Br)c2)CC(=O)N1 (configuration not stated),-4.0,-3.5,2.4,-1.5,4.5,21.7,-19.8,7.7,5.4,0.6
CN(C)CCNc1cc(-c2ccncc2)nc2ccccc12,-1.9,0.3,-5.8,-0.2,-2.6,-4.1,14.7,-17.7,-14.3,1.1
O=[N+]([O-])c1cccc(-c2ccc(C(=S)N3CCN(c4ccc(F)cc4)CC3)o2)c1,-4.6,-2.9,-1.9,-0.2,-0.5,12.4,1.7,2.2,6.6,1.0
COc1ccc(C2/C=C\CN(CC(C)C)CC(=O)N2Cc2cccc(F)c2)cc1 (configuration not stated),.,.,2.2,-6.2,-2.2,10.4,.,39.3,-2.6,0.1
